High-throughput results (PubChem)
D3 ag = agonists of human D3 dopamine receptor; P35462; max activation, %; AID 652048; D3R DiscoveRx beta-arrestin cells, luminescence, 90 min; actives 0.58% (n = 410,000); in the data active = max activation above about 30%; also: 0% is about no effect; mostly tested at two doses, the higher about 12 µM
Target sequence (P35462 whole entry, looked up): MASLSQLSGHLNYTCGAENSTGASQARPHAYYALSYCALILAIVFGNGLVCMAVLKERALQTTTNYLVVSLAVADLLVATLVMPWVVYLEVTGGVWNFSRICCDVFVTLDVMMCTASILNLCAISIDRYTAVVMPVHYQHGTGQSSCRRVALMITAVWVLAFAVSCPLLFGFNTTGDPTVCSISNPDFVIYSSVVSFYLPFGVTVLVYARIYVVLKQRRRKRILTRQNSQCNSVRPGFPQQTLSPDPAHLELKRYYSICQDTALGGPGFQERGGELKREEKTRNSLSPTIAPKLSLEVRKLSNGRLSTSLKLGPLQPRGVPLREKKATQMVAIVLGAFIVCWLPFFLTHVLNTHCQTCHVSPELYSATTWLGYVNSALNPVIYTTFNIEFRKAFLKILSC
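Cells at 1500/well, incubated overnight, then treated with pinned compounds (dopamine as control) for 90 min at 37 degrees C. DiscoveRx reagent added for 30 - 60 minutes at room temperature; luminescence read.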
Active calls of the source: *.

What do the screens show for `COc1ccc(CN(Cc2ccco2)C(=O)COc2ccc(Cl)cc2C)cc1`?
D3 ag: 3

Results for CCc1ccc(Cn2c(CNS(=O)(=O)c3ccc(Cl)s3)nc3cccnc32)cc1 ?
D3 ag: 16

Results for O=[N+]([O-])c1ccc(S(=O)(=O)NCc2nc3cccnc3n2Cc2ccccc2Cl)cc1 ?
D3 ag: 13

What do the screens show for `O=C(Cn1c(=O)nc(-c2ccccc2)c2ccccc21)N1CCN(c2ccc(F)cc2)CC1`?
D3 ag: 4

Results for COc1ccc(-c2nc(CSCC(=O)N3CCN(c4ccc(OC)cc4)CC3)c(C)o2)cc1 ?
D3 ag: 17

How did COc1ccccc1NC(=O)c1nc(SCc2ccc(F)cc2)ncc1Cl do in these assays?
D3 ag: 4

Results for Cc1cc(C)cc(NC(=O)CSc2nnc(-c3cc4occc4n3C)n2-c2ccccc2C)c1 ?
D3 ag: 10

What do the screens show for `COc1ccc(CC(=O)Nc2nc3c(s2)CCCC3)cc1`?
D3 ag: -6

How did CCOc1ccc(NC(=O)CC2C(=O)N(c3cccc(C)c3)C(=O)N2Cc2cccnc2)cc1 (stereo not given) do in these assays?
D3 ag: 1

Results for Cc1cc(Br)ccc1NC(=O)CN1C(=O)c2cccnc2Sc2ccccc21 ?
D3 ag: 2

Results for CCCCCOc1ccccc1CN1C(=O)C(=O)c2cc(C)ccc21 ?
D3 ag: -16

How did Cc1ccc(N2CC(NC(=O)c3ccccc3C(F)(F)F)CC2=O)cc1C (stereo not given) do in these assays?
D3 ag: -1

How did COc1ccc(CC(=O)Nc2cc(-c3cn4cccnc4n3)ccc2OC)cc1 do in these assays?
D3 ag: 11

How did CCOC(=O)N1CCc2c(sc3c2c(=O)n(Cc2ccccc2)c(=O)n3Cc2c(F)cccc2Cl)C1 do in these assays?
D3 ag: -2

How did CC(C)(C)OC(=O)N1CCC(c2c(C(=O)NCc3cccs3)cnn2-c2cccc(F)c2)CC1 do in these assays?
D3 ag: -15

How did CCN(C(=O)c1cc(S(=O)(=O)N2CCc3ccccc32)cn1C)c1cccc(C)c1 do in these assays?
D3 ag: -11

How did Cc1ccc(NC(=O)CSc2nc3nc(C)c(Cc4ccccc4)c(C)n3n2)cc1 do in these assays?
D3 ag: 9

What do the screens show for `COC(=O)c1cc2sc(C)cc2n1Cc1ccccc1`?
D3 ag: -5

Results for O=C(Nc1cccc(C(F)(F)F)c1)c1cc2nc(-c3ccccc3)cc(C(F)(F)F)n2n1 ?
D3 ag: 0

What do the screens show for `CC1CCn2c(nc3cc(C(=O)NCCc4ccccc4)ccc32)C1` (stereo not given)?
D3 ag: 4

Results for Cc1ccc(F)cc1NC(=O)c1ccc(Cn2nc(N3CCN(c4ccccc4)CC3)ccc2=O)o1 ?
D3 ag: 1

What do the screens show for `COc1ccc(Cn2c(CNC(=O)c3ccc(N(C)C)cc3)nc3cccnc32)cc1`?
D3 ag: -7

Results for Cc1ccc(CNC(=O)C(=O)NCC(c2ccco2)S(=O)(=O)c2ccc(C)cc2)cc1 (stereo not given) ?
D3 ag: -19

How did CCCc1cc(=O)[nH]c2nnc(SCCC(C)C)n12 do in these assays?
D3 ag: 1

What do the screens show for `COCCCNC(=O)CSc1nc2cc3c(cc2c(=O)n1CCCCCC(=O)NCc1ccc2c(c1)OCO2)OCO3`?
D3 ag: 3

Results for CCCN(CC)C(CC)C(=O)Nc1c(C)cccc1C (stereo not given) ?
D3 ag: -10

Results for COc1ccc(NC(=O)c2ccc3c(=O)n4nc(Nc5ccccc5C)sc4nc3c2)cc1 ?
D3 ag: -21

How did O=C(CCc1cn(Cc2ccc(F)cc2)c2ccccc12)NC1CCCCC1 do in these assays?
D3 ag: -7

Results for COc1ccc(S(=O)(=O)N2CCC(Oc3ccc(-n4cnnn4)cc3)CC2)cc1OC ?
D3 ag: 4

How did CC(=O)Nc1c(C)nn(-c2ccccc2)c1N1CCC(C(=O)Nc2ccccc2C(F)(F)F)CC1 do in these assays?
D3 ag: -1

Results for CCOc1ccc(C(=O)Nc2ccc3oc(-c4cccc5ccccc45)nc3c2)cc1 ?
D3 ag: 10

What do the screens show for `COc1cccc2c1cc1c(=O)n(CC(=O)N3CCN(c4ccccc4F)CC3)nc(C)n12`?
D3 ag: 15

Results for CCC(CC)C(=O)Nc1cc(-c2cn3cccnc3n2)ccc1OC ?
D3 ag: -2

How did CCOc1ccccc1C(=O)N(Cc1ccco1)Cc1ccco1 do in these assays?
D3 ag: -2

What do the screens show for `COc1ccc(-n2cc(C(=O)NCc3cccc(OC)c3)c3ccccc3c2=O)cc1`?
D3 ag: -18

How did CCCN(CCC)C(=O)C1CCCN(c2ncnc3c2nc2n3CCCCC2)C1 (stereo not given) do in these assays?
D3 ag: 7

What do the screens show for `COc1cc(-c2cc(OC)c3c(C)oc(C)c3c(=O)c2)ccc1OC(=O)c1cccc(C)c1`?
D3 ag: 3

Results for CCC1Oc2ccc(C)cc2N(CC(=O)N2CCN(c3ccccc3OC)CC2)C1=O (stereo not given) ?
D3 ag: 4

Results for Cc1ccc(N2CC(NC(=O)Cc3cccs3)CC2=O)cc1 (stereo not given) ?
D3 ag: -2

Results for CC1CCCCN1S(=O)(=O)c1ccc2[nH]c(=O)cc(C(=O)NCCc3ccc(Cl)cc3)c2c1 (stereo not given) ?
D3 ag: 15

Results for Cc1cc(Nc2cccc(C)c2C)n2cnnc2n1 ?
D3 ag: -1

What do the screens show for `O=C(CSc1nccn1Cc1ccco1)Nc1cc(C(F)(F)F)ccc1Cl`?
D3 ag: -24

How did COc1cc(-c2nc3ncccn3c2Nc2ccc(C)cc2C)ccc1O do in these assays?
D3 ag: -24

How did CC1=C(C(=O)Nc2cc(C)cc(C)c2)C2(CCCCC2)OC1=O do in these assays?
D3 ag: -8

How did CC1=C(C(=O)Nc2ccccc2)C(c2ccccc2C)n2ncc(C(=O)Nc3ccccc3)c2N1 (stereo not given) do in these assays?
D3 ag: -19

How did CCOC(=O)c1c(C)n(-c2ccc(OC)cc2)c2ccc(OC(=O)COc3ccccc3)cc12 do in these assays?
D3 ag: 6

Results for O=C(NCC(c1ccc2c(c1)OCO2)N1CCN(c2ccccc2)CC1)C(=O)Nc1ccc(F)cc1 (stereo not given) ?
D3 ag: 2

Results for COc1cc(-c2nc(S(=O)(=O)c3ccc(Br)cc3)c(N3CCOCC3)o2)cc(OC)c1OC ?
D3 ag: 7

Results for O=C(CSc1nccn1-c1cccc(Cl)c1)Nc1cccc2ccccc12 ?
D3 ag: 4

Results for CCOc1ccc(Sc2cc(C(=O)NCCc3ccc(OC)c(OC)c3)c3ccccc3n2)cc1 ?
D3 ag: 11

How did O=C(Nc1ccc(Cl)cc1)C1CCC(CNS(=O)(=O)c2ccc(Br)s2)CC1 (stereo not given) do in these assays?
D3 ag: -2

Results for CSc1ccc(-c2nnc(NC(=O)c3ccc4c(c3)OCCO4)o2)cc1 ?
D3 ag: 19

How did Cc1ccc2nc(Nc3ccc(Br)cc3)nc(-c3ccccc3)c2c1 do in these assays?
D3 ag: 1

How did CC(C)c1ccc(-c2noc(SCC(=O)N3CCN(c4ccc(F)cc4)CC3)n2)cc1 do in these assays?
D3 ag: -9

Results for CC(C)c1cnc2c(c1SCC(=O)Nc1ccc(C(N)=O)cc1)c(=O)n(C)c(=O)n2C ?
D3 ag: 2

Results for Cc1ccc(CCNC(=O)c2c(C)oc3nc(C)nc(N4CCOCC4)c23)cc1 ?
D3 ag: -15

Results for Cc1cc(C)cc(NC(=O)C(Cc2ccccc2)N2Cc3ccccc3C2=O)c1 (stereo not given) ?
D3 ag: -15

What do the screens show for `CCCc1nn2c(=O)cc(COC(=O)c3cccc(NC(=O)c4ccc(OCC)cc4)c3)nc2s1`?
D3 ag: -19

Results for Cc1cccc(N2CCN(C(=O)C3CCCN(S(=O)(=O)c4ccc(Br)s4)C3)CC2)c1C (stereo not given) ?
D3 ag: 11

How did COc1cc(NC(=O)Cn2ccn(Cc3ccccc3OC)c(=O)c2=O)cc(OC)c1 do in these assays?
D3 ag: 0

Sorted by molecular weight (largest number first): twelve of the compounds above
Results for COc1cc(-c2nc(S(=O)(=O)c3ccc(Br)cc3)c(N3CCOCC3)o2)cc(OC)c1OC ?
D3 ag: 7

Results for Cc1cccc(N2CCN(C(=O)C3CCCN(S(=O)(=O)c4ccc(Br)s4)C3)CC2)c1C (stereo not given) ?
D3 ag: 11

What do the screens show for `CCCc1nn2c(=O)cc(COC(=O)c3cccc(NC(=O)c4ccc(OCC)cc4)c3)nc2s1`?
D3 ag: -19

How did O=C(Nc1ccc(Cl)cc1)C1CCC(CNS(=O)(=O)c2ccc(Br)s2)CC1 (stereo not given) do in these assays?
D3 ag: -2

Results for O=C(NCC(c1ccc2c(c1)OCO2)N1CCN(c2ccccc2)CC1)C(=O)Nc1ccc(F)cc1 (stereo not given) ?
D3 ag: 2

Results for CCOc1ccc(Sc2cc(C(=O)NCCc3ccc(OC)c(OC)c3)c3ccccc3n2)cc1 ?
D3 ag: 11

How did CCOC(=O)c1c(C)n(-c2ccc(OC)cc2)c2ccc(OC(=O)COc3ccccc3)cc12 do in these assays?
D3 ag: 6

Results for CC(C)c1cnc2c(c1SCC(=O)Nc1ccc(C(N)=O)cc1)c(=O)n(C)c(=O)n2C ?
D3 ag: 2

How did COc1cc(NC(=O)Cn2ccn(Cc3ccccc3OC)c(=O)c2=O)cc(OC)c1 do in these assays?
D3 ag: 0

Results for O=C(CSc1nccn1-c1cccc(Cl)c1)Nc1cccc2ccccc12 ?
D3 ag: 4

How did Cc1ccc2nc(Nc3ccc(Br)cc3)nc(-c3ccccc3)c2c1 do in these assays?
D3 ag: 1

Results for Cc1cc(C)cc(NC(=O)C(Cc2ccccc2)N2Cc3ccccc3C2=O)c1 (stereo not given) ?
D3 ag: -15

(continued)
Results for COc1cc(NC(=O)C2CCCN(S(=O)(=O)c3cn(C)cn3)C2)cc(OC)c1 (stereo not given) ?
D3 ag: 4

Results for Cc1ccc(CNC(=O)c2c(C)oc3nc(C)nc(N4CCOCC4)c23)cc1 ?
D3 ag: -5

How did CCc1ccc(OCC(=O)N(Cc2ccc(C)o2)C2CCS(=O)(=O)C2)cc1 (stereo not given) do in these assays?
D3 ag: -11

How did COc1ccc(OC)c(CNC(=O)C2CCN(S(=O)(=O)c3cn(C)cn3)CC2)c1 do in these assays?
D3 ag: -2

How did COc1ccccc1Cc1nc2ccccc2nc1SCC(=O)NCc1ccccc1Cl do in these assays?
D3 ag: 8

Results for Cc1ccc(C)c(N2CCN(C(=O)CCc3nnc4n(C)c(=O)c5ccccc5n34)CC2)c1 ?
D3 ag: 7

How did CCN(CCCNC(=O)c1cc2c(=O)[nH]c3ccc(C)cc3c2s1)c1ccc(C)cc1 do in these assays?
D3 ag: 10

How did Cc1ccc(CN2C(=O)CN(C3CCC(C)CC3)C(=O)C2c2ccc(F)cc2)cc1 (stereo not given) do in these assays?
D3 ag: -6

What do the screens show for `Cc1oc2ncnc(N3CCOCC3)c2c1C(=O)N1CCN(c2cccc(C(F)(F)F)c2)CC1`?
D3 ag: -5

How did COc1ccc(OC)c(-n2nnc(-c3nc(-c4ccc5c(c4)OCO5)no3)c2C)c1 do in these assays?
D3 ag: 9

What do the screens show for `O=C(NC1CCCCCC1)c1ccc2c(c1)sc1nc(-c3ccccc3)cn12`?
D3 ag: 5

Results for Cn1c(=O)n(C/C=C/c2ccccc2)c(=O)c2c1nc1n2CCN1c1ccc(Cl)cc1 ?
D3 ag: 13

Results for CCOc1ccc(C(=O)Nc2ccc3oc(-c4ccc(C)cc4C)nc3c2)cc1Br ?
D3 ag: 3

How did Cc1ccccc1CSc1cn(CC(=O)N2CCCC2)c2ccccc12 do in these assays?
D3 ag: -14

What do the screens show for `COc1ccc(C(=O)c2sc3nc(-c4ccc(C)cc4)cc(C(F)(F)F)c3c2N)cc1`?
D3 ag: -10

What do the screens show for `COc1ccc(OCC(=O)Nc2cccc(C(=O)OCc3cc(=O)n4nc(C)sc4n3)c2)cc1`?
D3 ag: -6

How did COc1ccc(-c2cn3cccnc3n2)cc1NC(=O)c1c(F)cccc1F do in these assays?
D3 ag: 0

Results for O=C(COc1ccccc1F)Nc1ccc2nc(SCC(=O)N3CCCC3)sc2c1 ?
D3 ag: -12

How did Cc1cccc(NC(=O)CSc2cn(CC(=O)N3CCCCCC3)c3ccccc23)c1 do in these assays?
D3 ag: -15

What do the screens show for `Cc1ccc(C)c(CN2C(=O)c3ccccc3S(=O)(=O)c3ccc(C(=O)N4CCN(c5ccccn5)CC4)cc32)c1`?
D3 ag: -2

What do the screens show for `Cc1ccc(-c2ccc(=O)n(CC(=O)NCCc3ccccc3)n2)cc1`?
D3 ag: 0

How did CC(=O)Nc1cccc(NC(=O)CSc2nccn2Cc2ccc3c(c2)OCO3)c1 do in these assays?
D3 ag: -21

How did O=C(Nc1ccccc1)N(Cc1cccs1)c1ccc(Cl)cc1 do in these assays?
D3 ag: 1

How did COC(=O)c1ccccc1NC(=O)c1ccc2c(=O)n3c(nc2c1)CCCCC3 do in these assays?
D3 ag: -11

What do the screens show for `CCC(=O)C1=C(c2cccc(OC)c2)N(C(=O)CC)n2c(nnc2C2CCCCC2)S1`?
D3 ag: 5

What do the screens show for `CCOc1ccc(C2CC(=O)c3c([nH]c(C(=O)OCc4ccccc4)c3C)C2)cc1` (stereo not given)?
D3 ag: -2

How did CCc1ccccc1NC(=O)Cn1c(=O)n(Cc2ccc(OC)cc2)c(=O)c2oc3ccccc3c21 do in these assays?
D3 ag: -6

How did Cc1ccc(CNC(=O)C2CCN(S(=O)(=O)c3c(C)noc3/C=C/c3cccs3)CC2)cc1 do in these assays?
D3 ag: -4

What do the screens show for `COc1ccc(N2CCN(c3ncnc4c3cnn4C)CC2)cc1`?
D3 ag: -5

Results for CCOc1cc2c(cc1OCC)C(CC(=O)O)N(C(=O)Nc1ccccc1C(F)(F)F)CC2 (stereo not given) ?
D3 ag: -10

Results for COc1ccc(CNC(=O)c2ccc3c(c2)N(Cc2ccccc2C)C(=O)c2ccccc2S3=O)cc1 (stereo not given) ?
D3 ag: -2

Results for Cc1nc(C)c(-c2ccc(SCC(=O)Nc3ccc(Br)cc3)nn2)s1 ?
D3 ag: -3

These rows are one share of the data, so the mix of outcomes need not match the whole.
